Screens: PubChem BioAssay, NMMLSC
Autofluor Jurkat: counter-screen for VLA-4 integrin: compound autofluorescence in Jurkat cells. fluorescence ratio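 (tested at 10 µM compound in the well)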. actives 0.61% (n = 24,000). flow cytometry; stronger effect = higher value; 1 = vehicle-only cell background;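 active = fluorescence ratio above 2.44, which is 1 plus 3 SD of all ratios; inconclusive = signal too bright to measure linearly, ratio around 10 or more; inactive = fluorescence ratio below 2.44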;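 also: green fluorescence of cells measured with 488 nm excitation and 530 nm emission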
VLA-4 agonist: allosterically activates the human VLA-4 integrin | P13612 | Jurkat cells, LDV-FITC binding, flow cytometry | activation, % at 10 µM (by protocol) | 24,000 tested, under 10 active | AID 528;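 active = fluorescent ligand binding to cells raised by more than 40% of the manganese-induced maximum; inconclusive = compound's own fluorescence above 85% of the ligand control signal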;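 also: 0% = ligand binding without compound and 100% = manganese-stimulated maximal binding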
Target sequence (P13612 whole entry, looked up): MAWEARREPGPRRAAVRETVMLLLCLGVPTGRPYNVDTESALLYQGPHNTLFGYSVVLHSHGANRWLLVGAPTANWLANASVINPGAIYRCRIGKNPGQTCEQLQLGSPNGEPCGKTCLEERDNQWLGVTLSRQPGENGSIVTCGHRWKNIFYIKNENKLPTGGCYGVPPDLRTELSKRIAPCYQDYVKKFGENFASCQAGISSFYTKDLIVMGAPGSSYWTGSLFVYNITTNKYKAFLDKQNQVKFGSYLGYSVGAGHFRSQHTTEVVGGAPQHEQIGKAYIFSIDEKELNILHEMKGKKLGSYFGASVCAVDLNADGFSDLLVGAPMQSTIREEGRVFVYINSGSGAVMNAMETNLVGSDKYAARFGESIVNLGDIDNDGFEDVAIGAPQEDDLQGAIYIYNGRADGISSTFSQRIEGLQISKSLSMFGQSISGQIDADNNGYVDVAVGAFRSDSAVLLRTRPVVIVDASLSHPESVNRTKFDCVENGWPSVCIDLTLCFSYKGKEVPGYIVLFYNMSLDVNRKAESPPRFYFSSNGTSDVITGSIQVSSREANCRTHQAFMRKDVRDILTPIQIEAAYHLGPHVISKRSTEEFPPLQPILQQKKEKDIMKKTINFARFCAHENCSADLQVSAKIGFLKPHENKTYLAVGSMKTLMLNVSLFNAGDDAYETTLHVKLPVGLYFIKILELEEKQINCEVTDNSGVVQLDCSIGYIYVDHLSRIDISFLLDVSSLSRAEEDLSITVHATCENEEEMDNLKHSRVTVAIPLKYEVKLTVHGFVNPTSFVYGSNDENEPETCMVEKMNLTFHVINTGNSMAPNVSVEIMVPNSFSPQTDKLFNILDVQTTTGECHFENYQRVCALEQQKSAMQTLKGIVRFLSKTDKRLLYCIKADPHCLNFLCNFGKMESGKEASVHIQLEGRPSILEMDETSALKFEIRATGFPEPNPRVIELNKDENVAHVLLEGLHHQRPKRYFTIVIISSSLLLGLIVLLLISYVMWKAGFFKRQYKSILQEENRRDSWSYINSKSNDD
VLA-4 antagonist: blocks LDV-FITC ligand binding to Mn2+-activated human VLA-4 integrin; P13612; Jurkat cells, LDV-FITC binding with Mn2+, flow cytometry; 100% = Mn2+-driven binding gain fully reversed; inhibition, % at 10 µM (by protocol); actives 0.2% (n = 24,000); AID 529;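 active = inhibition above 50%; inconclusive = compound itself fluorescent, judged against control cell fluorescence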;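 also: 0% = Mn2+ stimulated cells lacking compound and 100% = ligand binding without Mn2+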
Prostate diff: activators of LNCaP prostate cell differentiation; side scatter shift, % at 10 µM; AID 795; flow cytometry side scatter, 4 d; actives 0.56% (n = 24,000);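 active = side scatter shift above 30%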;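 also: androgen-responsive LNCaP prostate cancer cells in charcoal-stripped serum medium; percent of cells past a gate set so DMSO wells show 10% shift; higher shift means more granular cells and more differentiation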
Numbers without * were called inactive; ? = inconclusive; & = joins results of further samples.

Sample of the layout:
item	canonical_smiles	Autofluor Jurkat	VLA-4 agonist
1	O=C(O)CCC(=O)CCC(=O)c1ccccc1	1.1	?
2	COc1ccc2[nH]c(=O)c(CN(Cc3cccs3)S(=O)(=O)c3cccc4nsnc34)cc2c1	0.98	0

item	VLA-4 antagonist	Prostate diff
1	?	5
2	-6	8

All compounds of this part, from the start:
item	canonical_smiles	Autofluor Jurkat	VLA-4 agonist
1	O=C(O)CCC(=O)CCC(=O)c1ccccc1	1.1	?
2	COc1ccc2[nH]c(=O)c(CN(Cc3cccs3)S(=O)(=O)c3cccc4nsnc34)cc2c1	0.98	0
3	O=C(Cn1nc(-c2ccc(Cl)cc2)ccc1=O)NCCN1CCOCC1	1	0
4	CSc1ccc(C(C(C(=O)c2cccs2)N2CCOCC2)N2CCOCC2)cc1 (stereo not drawn)	0.88	6
5	O=C(NCc1ccco1)C1CC(=O)N(CCc2ccccc2)C1 (stereo not drawn)	1.1	-7
6	O=C(NC1CCCc2ccccc21)C1CCCN(S(=O)(=O)c2cnc[nH]2)C1 (stereo not drawn)	1.1	0
7	Cc1cc2ccccc2c(=O)n1CC(=O)NCC1COc2ccccc2O1 (stereo not drawn)	1.1	?
8	O=C(Nc1nnc(/N=C/c2ccco2)s1)c1ccc(F)cc1	1	0
9	Cc1ccc2nc3c(cc(C(=O)NCC4CCCO4)n3C)c(=O)n2c1 (stereo not drawn)	1	12
10	COC(=O)c1sc(S(=O)(=O)N2CCCCC2)c(C(=O)OC)c1C	1.1	-3

item	VLA-4 antagonist	Prostate diff
1	?	5
2	-6	8
3	4	2
4	0	6
5	-7	3
6	-2	12
7	?	1
8	2	7
9	-4	9
10	9	8

Just VLA-4 antagonist, Prostate diff and Autofluor Jurkat, for 3 of the compounds above:
| No. | mol | VLA-4 antagonist | Prostate diff | Autofluor Jurkat |
| --- | --- | --- | --- | --- |
| 2 | COc1ccc2[nH]c(=O)c(CN(Cc3cccs3)S(=O)(=O)c3cccc4nsnc34)cc2c1 | -6 | 8 | 0.98 |
| 3 | O=C(Cn1nc(-c2ccc(Cl)cc2)ccc1=O)NCCN1CCOCC1 | 4 | 2 | 1 |
| 4 | CSc1ccc(C(C(C(=O)c2cccs2)N2CCOCC2)N2CCOCC2)cc1 (stereo not drawn) | 0 | 6 | 0.88 |

Next records
item	canonical_smiles	Autofluor Jurkat	VLA-4 agonist
11	O=C(NCCCN1CCOCC1)c1ccc(CS(=O)(=O)c2ccc(Br)cc2)o1	1	-5
12	NC(=O)NCC12CC3CC(CC(C3)C1)C2	1	3
13	Oc1c(Cl)cc(Cl)cc1Sc1cc(Cl)cc(Cl)c1O	2.3	?
14	CCc1nnc(NC(=O)NCN2C(=O)C3C4C=CC(C4)C3C2=O)s1 (stereo not drawn)	1	1
15	CC1=C(C(=O)N2CCc3ccccc32)C2(CCC(C)CC2)OC1=O (stereo not drawn)	6*	?
16	Cc1ccc2c(Cl)cc(Cl)c(OCc3c(C)noc3C)c2n1	1.1	-5
17	O=C(CCCn1c(=O)[nH]c2cc(Cl)ccc2c1=O)NCCN1CCN(c2ccccc2)CC1	1.1	2
18	CCN(CC)CC(=O)Nc1c(C)cccc1C	0.95&0.96	-3&1
19	CCCc1cc(C(=O)Nc2cccc(Cl)c2)no1	1	-3
20	COc1ccccc1-c1cc(C(=O)Nc2c(C)n(C)n(-c3ccccc3)c2=O)no1	1	-4

item	VLA-4 antagonist	Prostate diff
11	9	2
12	2	9
13	?	10
14	-8	15
15	?	6
16	-3	7
17	-13	5
18	-27&-7	8&3
19	5	12
20	12	6

(cont.)
item	canonical_smiles	Autofluor Jurkat	VLA-4 agonist
21	COc1ccc(NC(=O)CSc2nnc(Cc3cccn3C)n2CCc2ccccc2)cc1OC	0.92	9
22	COc1ccc(N(C)S(=O)(=O)c2ccc3c(c2)oc(=O)n3C)cc1	1.5	?
23	COc1ccccc1N1CCN(CC(O)COc2c(OC)cccc2OC)CC1 (stereo not drawn)	0.96	6
24	O=C(Nc1ccc(N2CCOCC2)c(Cl)c1)c1ccc(Br)o1	1.1	-8
25	COc1ccc(-n2c(N)c(C(=O)NCc3ccco3)c3nc4ccccc4nc32)c(OC)c1	1.1	-16
26	CC1(C)O[C@@H]2C[C@H]3[C@@H]4C[C@H](F)C5=CC(=O)CC[C@]5(C)[C@H]4[C@@H](O)C[C@]3(C)[C@]2(C(=O)CO)O1	0.95	8
27	CCOC(=O)c1nnn(-c2nonc2N)c1CN(C)Cc1ccccc1	1	-3
28	C1CNCCNCCNCCN1	0.97	-5
29	CC[C@H]1CN2CCc3cc(OC)c(OC)cc3[C@@H]2C[C@@H]1C[C@H]1NCCc2cc(OC)c(OC)cc21	1	0
30	O=C(c1ccco1)N1CCN=C1SCc1cccc(Cl)c1	0.9	1

item	VLA-4 antagonist	Prostate diff
21	-18	8
22	?	5
23	-2	11
24	1	8
25	4	15
26	-25	3
27	1	5
28	-8	2
29	-20	2
30	6	5

An excerpt of these results, screen by screen:
27	CCOC(=O)c1nnn(-c2nonc2N)c1CN(C)Cc1ccccc1
28	C1CNCCNCCNCCN1

| assay / entry | 27 | 28 |
| --- | --- | --- |
| Autofluor Jurkat | 1 | 0.97 |
| VLA-4 agonist | -3 | -5 |
| VLA-4 antagonist | 1 | -8 |
| Prostate diff | 5 | 2 |

(cont.)
item	canonical_smiles	Autofluor Jurkat	VLA-4 agonist
31	O=C(c1cc(-c2cccs2)on1)N1CCc2ccccc2C1	1	-7
32	COCCNC(=O)C1CCCN(c2ncccn2)C1 (stereo not drawn)	1	0
33	Cc1ccc(NC(=O)C2CCCN(S(=O)(=O)c3cccs3)C2)cc1 (stereo not drawn)	1.1	-13
34	CCCCN(CC)S(=O)(=O)c1ccc(C(=O)Nc2nnc(-c3cccs3)o2)cc1	1.1	4
35	CCCC(=O)N=C1SC2CS(=O)(=O)CC2N1c1ccc(CC)cc1 (stereo not drawn)	0.97	1
36	CCOc1ccc(S(=O)(=O)NCc2csc(C)n2)cc1	1	7
37	COCc1cc(C)nc(N2CCOCC2)c1C#N	0.9	?
38	CCOc1ccc2nc(N3CCC(C(=O)N4CCN(C(=O)c5ccco5)CC4)CC3)sc2c1	0.97	-9
39	Cc1nn(C)c(C)c1S(=O)(=O)N(CC(=O)NCc1cccs1)c1ccc(C(C)C)cc1	1	0
40	CCOC(=O)c1cc2c(=O)n3ccccc3nc2n(CCCOC)c1=NC(C)=O	1.1	?

item	VLA-4 antagonist	Prostate diff
31	9	7
32	-8	17
33	68*	11
34	-11	17
35	-6	5
36	10	19
37	?	4
38	15	7
39	1	4
40	?	2

(continued)
item	canonical_smiles	Autofluor Jurkat	VLA-4 agonist
41	CCOc1ccc(-n2cc(C(=O)Nc3cccc(C)n3)c3cc(OC)c(OC)cc3c2=O)cc1	1.1	-8
42	O=C(NCC1CCCO1)C1c2ccccc2C(=O)N1C1CCCCCC1 (stereo not drawn)	0.98	-5
43	COCCCNc1nc2c(c(=O)[nH]c(=O)n2C)n1CC(O)COc1ccccc1C (stereo not drawn)	1.2	6
44	CCC1CCCCN1CCCNC(=O)C1CCC(=O)N1Cc1ccc(C)cc1 (stereo not drawn)	0.99	-4
45	Cc1cccc(NCc2nc(-c3ccccc3)no2)c1	1	-3
46	Cn1cccc1Cc1nnc(SCC(=O)Nc2ccc(Cl)cc2)n1-c1ccc(F)cc1	1	0
47	CCCC(=O)N1c2ccccc2NC2=C(C(=O)CCC2)C1c1ccc(F)cc1 (stereo not drawn)	1.1	-4
48	CCSc1nc2c(c(=O)n1Cc1ccccc1)SC(C)C2 (stereo not drawn)	1.1	?
49	Cc1cc(C(=O)N2CCN(Cc3ccc4c(c3)OCO4)CC2)on1	1.2	?
50	Cc1ccc(OCC(O)CN2C(=O)NC(C)(C)C2=O)cc1C (stereo not drawn)	1	2

item	VLA-4 antagonist	Prostate diff
41	4	4
42	0	5
43	-21	10
44	-3	15
45	-9	6
46	3	15
47	-5	12
48	?	11
49	?	7
50	-13	3

Next entries follow:
item	canonical_smiles	Autofluor Jurkat	VLA-4 agonist
51	COc1cccc(C2NC(C)(C(=O)O)C3C(=O)N(C(C)C)C(=O)C23)c1O (stereo not drawn)	1.1	3
52	Nc1ncc(Br)cc1S(=O)(=O)NCCC(=O)N1CCN(c2ncccn2)CC1	1.1	-2
53	CCOC(=O)CSc1nnc2n1C(C)(C)Cc1ccccc1-2	1.1	5
54	CCCCN1C(=O)c2ccccc2C1C(=O)NC1CCCC1 (stereo not drawn)	1	7
55	O=C1OC(c2ccc(Br)cc2)=N/C1=C\N1CCCCC1	1.2	?
56	N#Cc1nc(-c2ccccc2F)oc1NC1CCCCC1	0.98	1
57	O=C(CCn1c(=S)[nH]c2ccccc2c1=O)NCCCN1CCCC1=O	0.89	5
58	CCCCNC(=O)CCCCCNS(=O)(=O)c1ccc(OC)cc1	1	-3
59	CCN(CC)S(=O)(=O)c1ccc(NC(=O)c2c(-c3ccccc3)noc2C)cc1	1.1	1
60	CCCCC(=O)NCCNc1nc2c(c(=O)n(C)c(=O)n2C)n1Cc1ccccc1	1.1	4

item	VLA-4 antagonist	Prostate diff
51	-2	8
52	10	12
53	-19	7
54	-28	4
55	?	12
56	-8	1
57	-3	6
58	1	3
59	13	1
60	-12	4

Remaining list, next part.
item	canonical_smiles	Autofluor Jurkat	VLA-4 agonist
61	Cc1ccc(-c2nc(C3CCCN(S(=O)(=O)c4ccc(C(F)(F)F)cc4)C3)no2)cc1 (stereo not drawn)	1.1	-7
62	CCN(Cc1nc2cc(OC)c(OC)cc2c(=O)[nH]1)C(=O)c1ccc(S(=O)(=O)N(C)C)cc1	0.99	-3
63	Cc1oc(-c2cccc(Cl)c2)nc1CN1CCCC(C(=O)NCCCN2CCOCC2)C1 (stereo not drawn)	1.2	-1
64	COCCOC(=O)c1[nH]c2c(c1C)C(=O)CC(c1ccco1)C2 (stereo not drawn)	0.97	5
65	CCN(CC)c1ccc(NC(=O)CN2CCN(c3nc(C)cc(C)n3)CC2)cc1	0.93	-4
66	COC(=O)c1c(N)nc(C)n1-c1ccc(OC)cc1	1	2
67	N#CCCCCn1c(-c2cncs2)nc2ccccc21	1	-1
68	CC1CC(=O)N(CC(=O)NCc2ccco2)c2ccccc2S1 (stereo not drawn)	1	4
69	COc1ccc(OCc2nc(C#N)c(N3CCN(c4ccc(OC)cc4)CC3)o2)cc1	1.1	-1
70	COc1ccc(NC(=O)C2CCCN(S(=O)(=O)c3cccc4nonc34)C2)c(OC)c1 (stereo not drawn)	1.1	4

item	VLA-4 antagonist	Prostate diff
61	-8	12
62	-14	2
63	9	26
64	-4	17
65	33	1
66	-21	3
67	-7	3
68	-11	14
69	-12	9
70	-2	3

Carrying on.
item	canonical_smiles	Autofluor Jurkat	VLA-4 agonist
71	O=S(=O)(c1cnc[nH]1)N1CCc2ccccc21	3.1*	?
72	O=C(c1cc2ccccc2o1)N1CCN=C1SCc1cccnc1	1.1	?
73	O=C(CSc1ncnc2c1nnn2-c1ccc(F)cc1)N1CCN(c2ccccc2)CC1	1.2	-2
74	CC(=O)C1=C(O)C(=O)N(c2nnn(C)n2)C1c1cccs1 (stereo not drawn)	0.96	-2
75	CN1CCN(S(=O)(=O)c2ccc3ccccc3c2)CC1	1	2
76	CC(=O)n1cc(-c2ccncc2)c2ccccc21	1.1	0
77	COc1ccc(-c2cc(C(=O)N3CCCc4ccccc43)no2)cc1	0.95	-2
78	O=C(CCS(=O)(=O)c1cccc2nsnc12)N1CCN(Cc2ccc3c(c2)OCO3)CC1	1	4
79	CN(C)c1ccc(NC(=O)c2cccc(N3C(=O)C4C5C=CC(C5)C4C3=O)c2)cc1 (stereo not drawn)	1.1	0
80	CC(C)C(NC(=O)C1CCCCC1)C(=O)Nc1ccccn1 (stereo not drawn)	1	1
81	CCN(CCCNC(=O)COc1cc(=O)n(C)c2ccccc12)c1cccc(C)c1	1.1	0
82	O=S(=O)(NCCO)c1cccc2cccnc12	1.1	1

item	VLA-4 antagonist	Prostate diff
71	?	6
72	?	6
73	7	2
74	-5	15
75	-14	10
76	0	2
77	-8	7
78	-10	11
79	-8	11
80	-4	8
81	10	10
82	-7	5

An excerpt, so the mix of outcomes need not match the whole.
